Bioassay records deposited in PubChem BioAssay by The Scripps Research Institute Molecular Screening Center.
PAFAH1B2 FP inh – blocks human PAF acetylhydrolase 1b catalytic subunit 2 | P68402 | recombinant PAFAH1B2, FP-rhodamine activity probe, fluorescence polarization | inhibition, % at 3.39 µM | hit rate 1.2% among 340,000;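 active = inhibition above the mean of all tested compounds plus 3 SD, cut at about 24% in these data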;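 note: 0% = enzyme with DMSO and 100% = wells lacking PAFAH1B2; many of its hits are not listed in these tables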
Target sequence (P68402 whole entry, looked up): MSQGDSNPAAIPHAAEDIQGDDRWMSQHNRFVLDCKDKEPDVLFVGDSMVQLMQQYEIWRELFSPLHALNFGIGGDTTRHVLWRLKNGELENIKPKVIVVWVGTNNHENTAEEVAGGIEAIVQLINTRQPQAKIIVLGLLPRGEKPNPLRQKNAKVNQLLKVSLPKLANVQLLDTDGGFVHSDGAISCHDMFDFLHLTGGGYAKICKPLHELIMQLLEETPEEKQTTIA
pPAFAH inh – pPAFAH (human) enzyme inhibition | recombinant pPAFAH, FP-rhodamine probe fluorescence polarization | inhibition, % at 3.39 µM | AID 463082 | Q13093 | hit rate 1.5% among 330,000;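 active = inhibition above the mean inhibition across the screen plus 3 SD, cut at about 25% in these data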;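 note: inhibitors block binding of the rhodamine activity-based probe so polarization drops; 0% = enzyme with DMSO and 100% = wells lacking pPAFAH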
Target sequence (Q13093 whole entry, looked up): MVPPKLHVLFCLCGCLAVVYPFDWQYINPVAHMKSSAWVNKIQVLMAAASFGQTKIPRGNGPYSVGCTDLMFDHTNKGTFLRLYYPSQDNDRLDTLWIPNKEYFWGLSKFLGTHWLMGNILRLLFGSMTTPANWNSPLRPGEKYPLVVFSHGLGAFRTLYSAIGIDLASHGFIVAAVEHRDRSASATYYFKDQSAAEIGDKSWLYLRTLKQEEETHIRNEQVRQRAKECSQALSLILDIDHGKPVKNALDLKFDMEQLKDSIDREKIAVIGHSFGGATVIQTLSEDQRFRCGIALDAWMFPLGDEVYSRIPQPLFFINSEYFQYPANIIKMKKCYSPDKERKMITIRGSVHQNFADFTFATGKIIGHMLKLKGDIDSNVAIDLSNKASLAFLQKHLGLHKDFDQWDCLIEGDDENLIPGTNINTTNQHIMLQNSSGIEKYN
The depositor's hits bear a star. Not all compounds are listed. The share of hits here may be higher or lower than overall.

SMILES	PAFAH1B2 FP inh	pPAFAH inh
COc1ccc(CNC(=O)C[C@H]2C[C@H](C(=O)N3CCOCC3)[C@@]3(C)c4[nH]c5cc(-c6ccco6)ccc5c4CCN3C2=O)cc1OC	-2	9
CN(C)C(=O)CCc1ccc2c3c([nH]c2c1)[C@]1(CCc2ccccc2)[C@@H](C(=O)N2CCCCC2)C[C@H](CC(=O)NCCc2ccccn2)C(=O)N1CC3	1	4
CC1=CN(S(=O)(=O)c2ccc(C)cc2)C[C@@H]2c3ccccc3N(S(=O)(=O)c3ccc(C)cc3)[C@H]12	1	3
CCOC(=O)C1=CN(Cc2ccco2)S(=O)(=O)N(CC)C1c1ccc(C(F)(F)F)cc1 (centres undefined)	2	12
COc1ccc(-c2noc(CCC(=O)N3CCN(c4cccc(F)c4)CC3)n2)cc1	3	5
COc1ccc2[nH]c3c(c2c1)CCN1C(=O)C(CC(=O)NCCCN(C)C)C[C@H](C(=O)N(C(C)C)C(C)C)[C@@]31C (some centres undefined)	0	1
COc1ccc(-c2cc(CCC(=O)N3CCN(c4cc(C)ccc4C)CC3)on2)cc1	-1	-1
Nc1ncnc2c1ncn2[C@@H]1O[C@H](CNC(=O)[C@H]2CCC(=O)N2)[C@@H](O)[C@H]1O	2	-3
COCCCNC(=O)CC1C[C@H](C(=O)N2CCCCC2)[C@@]2(C)c3[nH]c4ccc(OC)cc4c3CCN2C1=O (some centres undefined)	0	-3
CCN(CC)C(=O)[C@H]1C[C@H](CC(=O)NCc2ccc(OC)c(OC)c2)C(=O)N2CCc3c([nH]c4cc(CCC(=O)N(C)C)ccc34)[C@]12C	2	1
COc1ccc(-c2ccc(-c3cc(=O)oc4cc(OC)c(OC)c(OC)c34)cc2)cc1	3	3
Cc1ccc(C)c(N2CCN(C(=O)CCc3nc(-c4ccccc4Cl)no3)CC2)c1	9	6
CC(C)=CCC/C(C)=C/CNC(=O)C[C@H]1C[C@H](C(=O)N2CCOCC2)[C@@]2(C)c3[nH]c4cc(CCC(=O)N(C)C)ccc4c3CCN2C1=O	-2	30*
O=C(c1ccccc1NS(=O)(=O)c1ccc([N+](=O)[O-])cc1[N+](=O)[O-])N1O[C@@H]2C=C[C@H]1C2	5	15
O=S1(=O)c2ccc(Br)cc2N2CCC[C@H]2CN1Cc1ccccc1	5	2
COc1ccc2[nH]c3c(c2c1)CCN1C(=O)C(CC(=O)NCCCN(C)C)C[C@H](C(=O)N2CCCCC2)[C@@]31CCc1ccccc1 (some centres undefined)	3	2
C[C@]12c3[nH]c4cc(-c5ccco5)ccc4c3CCN1C(=O)[C@@H](CC(=O)NCc1ccco1)C[C@@H]2C(=O)N1CCCCC1	4	9
CC(=O)c1ccc(-c2cccc(-c3cc(=O)oc4ccc(C(C)(C)C)cc34)c2)cc1	-1	6
CCCCCCCCCC(=O)N[C@@H]1c2cc(OC)c(OC)cc2C[C@H]1O	1	20
COc1cc2c(cc1OC)[C@@H](NC(=O)C(C)C)[C@H](O)C2	-1	-1
CC(=O)c1ccc(-c2c(C)cc3oc(=O)cc(-c4ccccc4)c3c2C)cc1	1	0
CC(C)N(C(=O)[C@H]1C[C@H](CC(=O)NCC23CC4CC(CC(C4)C2)C3)C(=O)N2CCc3c([nH]c4cc(CCC(=O)N(C)C)ccc34)[C@]12C)C(C)C	5	45*
COC(=O)[C@H](CCSC)NC(=O)Cn1cnc2c(NCc3ccccc3)ncnc21	6	0
COc1cc(CCc2ccccc2)c(C(=O)O)c(O)c1C/C=C(/C)CCC=C(C)C	23	72*
Cc1cccc([C@H]2[C@@H]3C=CC[C@@H](C)[C@@H]3C(=O)N2Cc2ccccc2)c1	9	6

The list continues.
SMILES	PAFAH1B2 FP inh	pPAFAH inh
CN(C)C(=O)CCc1ccc2c3c([nH]c2c1)[C@]1(C)[C@@H](C(=O)N2CCCCC2)C[C@H](CC(=O)NCCC2=CCCCC2)C(=O)N1CC3	4	9
COc1cc2oc(=O)cc(-c3ccc(-c4ccc(N(C)C)cc4)cc3)c2c(OC)c1OC	1	8
COc1cc(CN(C2CC2)S(=O)(=O)c2ccccc2Br)cc(OC)c1	-1	-4
COC(=O)[C@@]1(C)[C@H]2C(=O)N(C)C(=O)[C@H]2[C@H]2CN=C(SCC(=O)c3ccccc3)N21	-1	1
Cc1ccc(NC(=O)c2ncn(CC(=O)NCc3ccc4c(c3)OCO4)n2)cc1C	4	7
COc1cc2oc(=O)cc(-c3ccc(-c4ccc(C#N)cc4)cc3)c2c(OC)c1OC	-1	4
Cc1ccc(NC(=O)Cn2cnc(C(=O)Nc3ccc(C)c(C)c3)n2)cc1C	-1	2
CC(C)(C)NC(=O)C[C@H]1C[C@H](C(=O)N2CCCCC2)[C@@]2(C)c3[nH]c4ccc(Cl)cc4c3CCN2C1=O	4	-1
COc1ccc2[nH]c3c(c2c1)CCN1C(=O)C(CC(=O)NCCC2=CCCCC2)C[C@H](C(=O)N(C(C)C)C(C)C)[C@@]31C (some centres undefined)	6	13
Cc1ccc(S(=O)(=O)N2C[C@@H]3[C@H]4CC[C@H](C4)[C@@H]3[C@@H](C)[C@@H]2c2ccco2)cc1	4	-5
Cc1cccc(C2=NN(c3ccccc3)[C@@H](C(=O)N3CCOC3=O)[C@@H]2C)c1	4	14
O=C(N[C@@H](CCC/[N+]([O-])=C/c1ccccc1)C(=O)O)OCc1ccccc1	6	5
Cc1cc(C)c(CN2CCN(C(=O)Cn3cnc4c(NCc5ccccc5)ncnc43)CC2)c(C)c1	0	-22
CC[C@]12c3[nH]c4cc(-c5ccco5)ccc4c3CCN1C(=O)[C@@H](CC(=O)NCCc1ccccn1)C[C@@H]2C(=O)N1CCN(C(=O)c2ccco2)CC1	4	11
CN(C)C(=O)CCc1ccc2c3c([nH]c2c1)[C@]1(C)[C@@H](C(=O)N2CCOCC2)C[C@H](CC(=O)NCc2cccc(C(F)(F)F)c2)C(=O)N1CC3	5	9
C[C@]12c3[nH]c4ccc(Cl)cc4c3CCN1C(=O)[C@@H](CC(=O)NCc1ccco1)C[C@@H]2C(=O)N1CCCCC1	5	7
COc1ccc(CNC(=O)C[C@H]2C[C@H](C(=O)N(C(C)C)C(C)C)[C@@]3(C)c4[nH]c5ccc(Cl)cc5c4CCN3C2=O)cc1OC	4	0
COc1cc(O)c(C(=O)O)c(CCc2ccccc2)c1	11	3
COc1ccc2c(c1)CN(C)S(=O)(=O)c1ccccc1-2	2	5
C[C@H](N)C(=O)NC[C@H]1O[C@@H](n2cnc3c(N)ncnc32)[C@H](O)[C@@H]1O	6	2
CN(C)C(=O)CCc1ccc2c3c([nH]c2c1)[C@]1(C)[C@@H](C(=O)N2CCCCC2)C[C@H](CC(=O)NCCN2CCOCC2)C(=O)N1CC3	-1	-6
O=S1(=O)CCOC(CO)CN1Cc1ccc(Cl)c(Cl)c1 (centres undefined)	2	-2
CCOC(=O)C1(C)Oc2ccccc2C(c2ccc(OC)cc2)=C1C(=O)OC (centres undefined)	4	-1
COC(=O)[C@@]1(C)[C@H]2C(=O)N(Cc3ccccc3)C(=O)[C@H]2[C@H]2CN(C)C(=NC3CCCCC3)N21	4	6
CC[C@]12c3[nH]c4ccc(Cl)cc4c3CCN1C(=O)[C@@H](CC(=O)NCCc1ccccn1)C[C@@H]2C(=O)N1CCN(C(=O)C2CC2)CC1	1	2

(more compounds)
SMILES	PAFAH1B2 FP inh	pPAFAH inh
COc1ccccc1C1CC(=O)Oc2c(C(C)C)ccc(C)c21 (centres undefined)	3	6
O=C1C[C@@H]2CCN3C(=O)CCC[C@@H]([C@H]23)[C@@H]1Cc1ccccc1	0	4
CC[C@]12c3[nH]c4cc(CCC(=O)N(C)C)ccc4c3CCN1C(=O)[C@@H](CC(=O)NCCN1CCOCC1)C[C@@H]2C(=O)N1CCN(C(=O)c2ccco2)CC1	1	-1
CC(C)(C)OC(=O)N1O[C@H]2CC1[C@@H]1[C@@H]2N=NN1CCc1ccncc1	4	1
COc1cc2c(cc1OC)[C@@H](NC(=O)Cc1ccc(F)cc1)[C@H](OCc1ccccc1)C2	4	9
COc1ccc(-c2cccc(CCC(=O)N3CCN(c4cc(C)ccc4C)CC3)c2)cc1	-1	4
COc1ccc(-c2noc(CCC(=O)N3CCN(c4cccc(Cl)c4)CC3)n2)cc1	7	7
COc1ccccc1[C@@H]1C(c2ccccc2)=NN(c2ccccc2)[C@H]1C(=O)N1CCOC1=O	5	9
O=C1[C@@H](Oc2ccccc2)[C@@H](c2ccncc2)N1c1ccncc1	3	-1
O=c1oc2ccccc2c2c1ccc1ccccc12	4	2
C[C@@H](NC(=O)Cn1cnc2c(NCc3ccccc3)ncnc21)c1cccc2ccccc12	5	-1
C[C@]12c3[nH]c4cc(-c5ccco5)ccc4c3CCN1C(=O)[C@@H](CC(=O)NCc1cccc(C(F)(F)F)c1)C[C@@H]2C(=O)N1CCCCC1	7	10
CN(C)CCCNC(=O)C[C@H]1C[C@H](C(=O)N2CCCCC2)[C@@]2(CCc3ccccc3)c3[nH]c4cc(CCC(=O)N(C)C)ccc4c3CCN2C1=O	3	1
CC(C)N(C(=O)[C@H]1C[C@H](CC(=O)NC(C)(C)C)C(=O)N2CCc3c([nH]c4ccc(Cl)cc34)[C@]12C)C(C)C	0	3
NS(=O)(=O)c1ccc(N2N=C(c3ccccc3)CC2c2ccccc2Cl)cc1 (centres undefined)	-2	6
Cc1cccc(C2=NN(c3ccccc3)[C@H](CO)[C@H]2c2ccc(F)cc2)c1	0	4
COc1cc(OC)c2c(-c3cccc(-c4ccc(OC(F)(F)F)cc4)c3)cc(=O)oc2c1	-2	-8
O=C1CS(=O)(=O)N(Cc2ccccc2F)c2ccc(Br)cc21	1	5
Cc1cccc(C2=NN(c3ccccc3)[C@@H](C(=O)N3CCOC3=O)[C@@H]2c2ccc(F)cc2)c1	10	10
COCCCNC(=O)C[C@H]1C[C@H](C(=O)N(C(C)C)C(C)C)[C@@]2(C)c3[nH]c4cc(-c5ccco5)ccc4c3CCN2C1=O	2	9
C[C@@]12CCC=C[C@H]1[C@H](c1ccccc1Br)N(Cc1ccccc1)C2=O	7	5
O=C(C[C@H]1C[C@H](C(=O)N2CCCCC2)[C@@]2(CCc3ccccc3)c3[nH]c4ccc(Cl)cc4c3CCN2C1=O)NCc1cccc(C(F)(F)F)c1	0	4
COc1cc(OC)c2c(-c3cccc(-c4ccc(OC)c(F)c4)c3)cc(=O)oc2c1	2	1
CCOC(=O)C1Oc2ccccc2C(c2ccc(C)cc2)=C1C(=O)OC (centres undefined)	6	8
CC[C@]12c3[nH]c4ccc(Cl)cc4c3CCN1C(=O)[C@@H](CC(=O)NCCCN(C)C)C[C@@H]2C(=O)N1CCN(C(=O)c2ccco2)CC1	0	2

A section from further up, for reference:
SMILES	PAFAH1B2 FP inh	pPAFAH inh
C[C@@H](NC(=O)Cn1cnc2c(NCc3ccccc3)ncnc21)c1cccc2ccccc12	5	-1
C[C@]12c3[nH]c4cc(-c5ccco5)ccc4c3CCN1C(=O)[C@@H](CC(=O)NCc1cccc(C(F)(F)F)c1)C[C@@H]2C(=O)N1CCCCC1	7	10
CN(C)CCCNC(=O)C[C@H]1C[C@H](C(=O)N2CCCCC2)[C@@]2(CCc3ccccc3)c3[nH]c4cc(CCC(=O)N(C)C)ccc4c3CCN2C1=O	3	1
CC(C)N(C(=O)[C@H]1C[C@H](CC(=O)NC(C)(C)C)C(=O)N2CCc3c([nH]c4ccc(Cl)cc34)[C@]12C)C(C)C	0	3
NS(=O)(=O)c1ccc(N2N=C(c3ccccc3)CC2c2ccccc2Cl)cc1 (centres undefined)	-2	6
Cc1cccc(C2=NN(c3ccccc3)[C@H](CO)[C@H]2c2ccc(F)cc2)c1	0	4
COc1cc(OC)c2c(-c3cccc(-c4ccc(OC(F)(F)F)cc4)c3)cc(=O)oc2c1	-2	-8
O=C1CS(=O)(=O)N(Cc2ccccc2F)c2ccc(Br)cc21	1	5
Cc1cccc(C2=NN(c3ccccc3)[C@@H](C(=O)N3CCOC3=O)[C@@H]2c2ccc(F)cc2)c1	10	10
COCCCNC(=O)C[C@H]1C[C@H](C(=O)N(C(C)C)C(C)C)[C@@]2(C)c3[nH]c4cc(-c5ccco5)ccc4c3CCN2C1=O	2	9
C[C@@]12CCC=C[C@H]1[C@H](c1ccccc1Br)N(Cc1ccccc1)C2=O	7	5
O=C(C[C@H]1C[C@H](C(=O)N2CCCCC2)[C@@]2(CCc3ccccc3)c3[nH]c4ccc(Cl)cc4c3CCN2C1=O)NCc1cccc(C(F)(F)F)c1	0	4
COc1cc(OC)c2c(-c3cccc(-c4ccc(OC)c(F)c4)c3)cc(=O)oc2c1	2	1
CCOC(=O)C1Oc2ccccc2C(c2ccc(C)cc2)=C1C(=O)OC (centres undefined)	6	8
CC[C@]12c3[nH]c4ccc(Cl)cc4c3CCN1C(=O)[C@@H](CC(=O)NCCCN(C)C)C[C@@H]2C(=O)N1CCN(C(=O)c2ccco2)CC1	0	2

(continued)
SMILES	PAFAH1B2 FP inh	pPAFAH inh
CCOC(=O)C1=CN(Cc2cccc(Br)c2)S(=O)(=O)N(CC)C1C (centres undefined)	0	-3
CC(O)c1cccc(-c2ccc(CN3C[C@]4(CO)O[C@@H](CO)C[C@@H]4S3(=O)=O)cc2)c1 (some centres undefined)	3	-1
CCOC(=O)C1=CNS(=O)(=O)NC1c1ccc(OC(C)=O)cc1 (centres undefined)	1	4
Cc1ccc(S(=O)(=O)N2C[C@@H]3c4ccccc4N(S(=O)(=O)c4ccc(C)cc4)[C@@H]3[C@@H](C)C2CC(=O)c2ccccc2)cc1 (some centres undefined)	2	-10
CCOC(=O)C1=CN(Cc2cccc(F)c2)S(=O)(=O)NC1CCc1ccccc1 (centres undefined)	2	5
C[C@@H]1C(c2ccccc2)=NN(c2ccccc2)[C@H]1C(=O)N1CCOC1=O	5	8
CCOC(=O)C1C(C(=O)OC)=C(c2ccc(OC)cc2)c2ccc(OC)cc2N1S(=O)(=O)C(F)(F)F (centres undefined)	1	5
COC(=O)[C@@]1(C)[C@H]2C(=O)N(Cc3ccccc3)C(=O)[C@H]2[C@H]2CN=C(SC)N21	6	0
